Compound activity (PubChem BioAssay)
PKA-R1A act: activates the PKA-R1A holoenzyme complex. P00514+P68181. PKA-R1A dissociation, Cy5-IP20 fluorescence polarization; scaled: DMSO 0%, 113 µM cGMP 100%. activation, % at 11.4 µM. hit rate 0.083% among 340,000;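 active means percent activation above the mean of all tested compounds plus 3 SD, cut at about 19% in these data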;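 further: higher means more PKAc released from R1A so a rise in polarization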
AddAB inh: less growth of phage-infected E. coli with AddAB; E. coli expressing H. pylori AddAB, absorbance growth; inhibition, % at 11.9 µM; hit rate 0.29% among 330,000; AID 435030; in the data active means inhibition above about 12%;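 further: 0% = vehicle wells of infected cells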
MOR-DOR ag: OPRM1-OPRD1 heterodimerization agonism | P35372+P41143 | cells, luminescence | hit rate 0.3% among 340,000 | activation, % at 9.3 µM; in the data active means activation above about 18%;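 further: 0% = vehicle-treated cells and 100% = reference agonist; values of inactives mirror those of a sister screen read the other way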
Target sequence (P35372 whole entry, looked up): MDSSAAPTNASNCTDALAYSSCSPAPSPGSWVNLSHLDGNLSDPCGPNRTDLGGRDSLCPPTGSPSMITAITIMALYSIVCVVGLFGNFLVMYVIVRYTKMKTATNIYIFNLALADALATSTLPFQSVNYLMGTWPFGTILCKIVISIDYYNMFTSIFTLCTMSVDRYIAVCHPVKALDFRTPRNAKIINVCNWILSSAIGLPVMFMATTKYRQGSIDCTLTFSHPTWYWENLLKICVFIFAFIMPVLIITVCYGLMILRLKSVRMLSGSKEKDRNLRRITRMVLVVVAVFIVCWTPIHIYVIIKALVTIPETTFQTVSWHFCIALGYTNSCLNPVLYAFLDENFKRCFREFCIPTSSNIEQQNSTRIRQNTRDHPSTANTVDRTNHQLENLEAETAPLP
Target sequence (P41143 whole entry, looked up): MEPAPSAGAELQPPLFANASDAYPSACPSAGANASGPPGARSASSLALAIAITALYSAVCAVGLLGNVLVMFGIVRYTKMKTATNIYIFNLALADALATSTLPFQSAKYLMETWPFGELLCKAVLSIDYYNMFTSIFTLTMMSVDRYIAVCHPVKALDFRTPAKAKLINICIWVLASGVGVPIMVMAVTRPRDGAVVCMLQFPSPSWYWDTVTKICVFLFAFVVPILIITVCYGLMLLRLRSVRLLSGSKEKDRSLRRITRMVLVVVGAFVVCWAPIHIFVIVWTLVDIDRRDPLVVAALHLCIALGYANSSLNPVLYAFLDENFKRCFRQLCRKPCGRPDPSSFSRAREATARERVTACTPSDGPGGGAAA
phage Ecoli inh: E. coli growth loss with phage present; growth absorbance; inhibition, % at 11.9 µM; hit rate 0.26% among 360,000; AID 651602; in the data active means inhibition above about 11%
DSG3 Ab inh: inhibitors of pemphigus antibody binding to human desmoglein-3; AID 588358; binding (percent of control), % at 10 µM; DSG3-coupled beads, scFv-anti-DSG3-GFP binding, flow cytometry; hits give low values; hit rate 0.48% among 310,000; P32926;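 active means binding more than 3 SD below its plate's average and above zero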;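 further: hits lower antibody fragment binding to DSG3; some compounds called inactive have numbers as strong as hits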
HTR5A ag ctr: counter-screen for OPRM1-OPRD1 agonists: human HTR5A agonism; HTR5A agonist assay, luminescence, cell-based; activation, % at 9.3 µM; hit rate 0.61% among 340,000; AID 504692; in the data active means activation mostly above about 9.5%, no sharp cut-off; inactive means mostly below about 7.6%;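 further: 0% = cells with vehicle only and 100% = reference agonist; strong numbers were not always called active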
PfHsp90 yeast 2: inhibits growth of yeast expressing Plasmodium falciparum Hsp90; S. cerevisiae expressing PfHsp90, BacTiter-Glo ATP, 48 h; yeast lacking PDR1 and PDR3 efflux regulators; inhibition, % at 9.4 µM; hit rate 0.32% among 310,000;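 active means every replicate shows inhibition above about 80%, whatever the replicate mean, limit read from the data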;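 further: 0% = DMSO neutral controls and 100% = 20 µM radicicol positive controls; yeast relying on Plasmodium falciparum Hsp90 in place of its own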
Ecoli viability: counter-screen for AddAB inhibitors: E. coli growth inhibition; AID 449728; E. coli V3065 growth, OD600 absorbance, 18 h; inhibition, % at 11.9 µM; hit rate 0.27% among 330,000;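 active means inhibition above the campaign's mean inhibition across all tested compounds plus 3 SD, cut at about 9.9% in these data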;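 further: uninfected addAB+ strain grown without phage in ampicillin broth; 0% = DMSO wells and 100% = ciprofloxacin 0.95 µg/ml wells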
MOR-DOR inv ag: inverse agonists of human mu-delta opioid receptor heterodimerization. P35372+P41143. cell-based MOR-DOR heterodimer luminescence, inverse agonism. inhibition, % at 9.3 µM. hit rate 0.21% among 340,000. AID 504357; in the data active means inhibition above about 22%, passing the limit was not always enough;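 further: 0% = cells with DMSO and 100% = wells without cells with DMSO; values of inactives mirror those of a sister screen read the other way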
Mot1-301 SUMO: blocks SUMOylation pathway, rescuing yeast Mot1-301 growth; hit rate 1% among 320,000; S. cerevisiae Mot1-301 growth rescue, ATP luminescence, 38.5C; percent above DMSO median, 100 means doubled; AID 2716; growth rescue, % at 18.8 µM;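 active means every valid replicate shows activation above 250% relative to neutral control wells; inactive means the rest, any valid replicate at or below 250%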;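 further: OY570 slx delta 5 strain wells were the positive control but not used for scaling; some compounds called inactive have numbers as strong as hits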
HTR5A inv ctr: inverse agonist of human HTR5A in OPRM1-OPRD1 counter-screen; HTR5A cell line, luminescence, inverse agonism; AID 504634; hit rate 0.083% among 340,000; inhibition, % at 9.3 µM; in the data active means inhibition mostly above about 23%, no sharp cut-off; inactive means mostly below about 18%;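 further: 0% = cells with DMSO and 100% = no-cell wells with DMSO; some compounds called inactive have numbers as strong as hits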
An asterisk follows results filed as active; nt = not tested or not shown.

SMILES	PKA-R1A act	AddAB inh	MOR-DOR ag	phage Ecoli inh	DSG3 Ab inh	HTR5A ag ctr	PfHsp90 yeast 2	Ecoli viability	MOR-DOR inv ag	Mot1-301 SUMO	HTR5A inv ctr
O=C(c1ccc(S(=O)(=O)N2CCCCC2)cc1)N1CCCC(C(F)(F)F)C1 (stereo not given)	2	6.6	0.0	2.7	90	-3	7	2.1	0	79	12
Cn1c(=O)c2c(nc(CN3CCN(Cc4ccccc4)CC3)n2Cc2ccc(F)cc2)n(C)c1=O	-11	-3.4	-0.1	1.5	106	1	6	1.0	1	10	-4
CC1(C)CCN2CCC(C)(C)c3c(O)ccc1c32	1	2.8	8.9	4.6	175	0	7	-0.9	-43	40	-1
NC(=O)c1cc([N+](=O)[O-])ccc1NCC1CCCCC1	-12	-0.8	4.9	0.6	104	16*	1	-1.2	-27	20	-41
COc1ccc(NC(=O)c2cc3ccc(O)cc3o/c2=N\O)cc1	-4	1.4	-0.6	0.5	107	0	-7	1.1	3	-9	-1
O=C(O)c1nnn(-c2ccc([N+](=O)[O-])cc2)c1-c1ccccc1	-14	-1.3	-1.4	2.9	nt	0	-3	0.7	7	94	-17
COc1ccc(CN2CCN(C(=O)CCC(=O)Nc3nnc(C4CCCCC4)s3)CC2)cc1F	1	1.2	0.9	1.2	103	-1	-24	-0.8	-5	27	5
Cc1cnc(CN(C)C(=O)C2CCC(=O)N(CCc3ccccc3)C2)[nH]1 (stereo not given)	5	2.6	1.0	1.9	nt	2	-2	-0.6	-5	-17	-14
Cc1ccccc1NC(=O)CCc1c(C)nn(-c2ccc(N3CCCCC3)nn2)c1C	-6	4.9	-0.6	2.5	109	4	-6	-1.0	3	10	-15
COc1ccccc1NC(=O)c1ccc(-c2nn(C)c(=O)c3ccccc23)cc1	5	-0.7	-0.4	0.3	110	0	15	0.4	2	-11	-1
COC(=O)c1ccc(C(C(=O)NCc2ccccc2)N(Cc2cccs2)C(=O)c2cnccn2)cc1 (stereo not given)	-5	1.0	-0.8	2.3	106	1	50	0.4	4	nt	-15
Cc1cccc(NC(=O)C2CCCN(S(=O)(=O)c3cccc4nonc34)C2)c1 (stereo not given)	-2	4.3	-4.6	4.5	99	1	12	-1.0	24	278	-2
CCCCNC(=O)C(=O)N/N=C/c1ccc(OCc2ccccc2)cc1	6	0.3	-0.6	2.0	100	6	-14	2.5	3	-10	-15
COc1ccc(C(=O)NCCCNC(=O)c2cccnc2)cc1OC	3	0.3	2.0	0.3	104	3	-21	-2.5	-14	-4	-10
O=C1c2ccccc2-c2nccnc21	7	1.9	-14	2.5	106	-5	27	-1.3	80*	26	39*
CC(C)c1ccc(NC(=O)c2ccc(NS(C)(=O)=O)cc2)cc1	-5	4.0	-0.5	3.0	97	0	-6	-2.6	2	522	-1
N#CC(C#N)=C(N)CSc1cccc[n+]1[O-]	-10	3.3	-1.8	3.1	102	-1	-1	-1.6	10	164	4
CC1=C(C(=O)OCC2CCCO2)C(c2ccc(C)cc2)C2=C(CCCC2=O)N1 (stereo not given)	-1	-1.9	1.4	3.5	118	-1	-24	1.7	-7	-12	1
COC(=O)c1ccccc1NC(=S)NC(=O)COc1ccc(C(C)C)cc1	-1	0.9	1.0	3.0	102	-6	-10	-3.4	-5	-9	15
O=C(NCCSc1ccccc1)c1ccccc1F	0	-1.4	-2.1	2.5	123	3	-24	-2.7	10	-8	-12

Quoted from the listing:
COC(=O)c1ccc(C(C(=O)NCc2ccccc2)N(Cc2cccs2)C(=O)c2cnccn2)cc1 (stereo not given) in HTR5A inv ctr is listed with -15
CC(C)c1ccc(NC(=O)c2ccc(NS(C)(=O)=O)cc2)cc1 in MOR-DOR inv ag is listed with 2

The results go on:
SMILES	PKA-R1A act	AddAB inh	MOR-DOR ag	phage Ecoli inh	DSG3 Ab inh	HTR5A ag ctr	PfHsp90 yeast 2	Ecoli viability	MOR-DOR inv ag	Mot1-301 SUMO	HTR5A inv ctr
O=S(=O)(NCc1cccs1)c1ccc(Br)cc1	-9	2.0	3.2	4.2	104	-8	21	-0.4	-13	39	19
COc1ccc(CCNC(=S)Nc2ccc(OC)cc2)cc1	5	-0.4	-1.5	4.7	99	-3	-9	-0.6	8	25	8
CC1COC(C)(CC(=O)NN2C(=O)c3ccccc3C2=O)O1 (stereo not given)	-3	2.8	-0.2	1.8	99	-1	-12	1.3	1	3	3
Cc1cc(C(=O)N/N=C/c2cccc([N+](=O)[O-])c2)c(C)o1	-4	1.5	-0.9	0.3	101	-6	nt	0.8	5	14	-35
Cc1ccc(NC(=O)Cc2ccc3c(c2)CCCC3)cc1C	1	-1.4	2.1	2.6	104	-2	-8	-3.4	-12	16	-11
O=C(Nn1cnc2ccccc2c1=O)c1ccc([N+](=O)[O-])cc1	-7	0.2	-1.0	2.3	100	1	7	-0.9	6	0	-2
COc1ccc(NC(=O)CN(C)C(=O)c2c(-c3c(F)cccc3Cl)noc2C)cc1	-8	3.6	-3.7	4.5	99	0	-8	-1.9	18	688*	13
C/C(=N\NC(=O)c1nnn(-c2nonc2N)c1-c1ccccc1)c1ccco1	1	nt	-2.5	2.7	nt	1	13	nt	13	9	-12
Cc1cc(C)n2cc(CSc3nc4ccccc4s3)nc2n1	-8	2.4	-0.1	2.0	99	-3	5	3.0	0	241	8
Cc1c(C(=O)N2CCC(C(N)=O)CC2)oc2ccc(Br)cc12	4	-0.3	-2.5	3.5	99	7	nt	0.1	16	249	-19

Part of the list above, reduced to HTR5A inv ctr and DSG3 Ab inh.
Molecule	HTR5A inv ctr	DSG3 Ab inh
Cc1cc(C(=O)N/N=C/c2cccc([N+](=O)[O-])c2)c(C)o1	-35	101
Cc1ccc(NC(=O)Cc2ccc3c(c2)CCCC3)cc1C	-11	104

New compounds follow:
SMILES	PKA-R1A act	AddAB inh	MOR-DOR ag	phage Ecoli inh	DSG3 Ab inh	HTR5A ag ctr	PfHsp90 yeast 2	Ecoli viability	MOR-DOR inv ag	Mot1-301 SUMO	HTR5A inv ctr
C=CCNC(=S)NNC(=O)c1ccncc1	7	1.5	-0.7	4.0	101	-3	1	4.3	4	0	-23
Cc1cc(C)n2nc(C(=O)Nc3ccc4c(c3)OCCO4)nc2n1	-6	3.2	-2.7	3.2	103	7	7	-1.8	11	-12	-16
CCc1ccccc1N(CC(=O)NC(C)(C)CC)C(=O)CCC(=O)Nc1nccs1	3	0.3	-0.6	1.8	115	1	13	-1.6	3	1	-5
OCC(O)C(O)CC1SCCS1 (stereo not given)	7	nt	0.0	-0.3	102	3	48	nt	0	nt	-12
COc1ccccc1CN1C(=O)CN(C2CCCCCC2)C(=O)C1c1ccc(F)cc1 (stereo not given)	-8	0.8	0.4	2.2	94	-3	-3	-0.2	-2	-10	9
COc1ccc(-c2[nH]c(-c3ccccc3)nc2SCC(=O)NC2CCCC2)cc1	-13	0.2	14	1.2	101	5	-4	-0.8	-80	15	-16
Cc1cccc(C)c1NC(=O)CN(C)C(=O)c1ccc(-c2cccc(C(F)(F)F)c2)o1	3	-0.3	0.1	-0.9	98	3	-14	-1.6	0	-9	-8
CC1CCCCN1C(=O)c1ccccc1OC1CCN(S(C)(=O)=O)CC1 (stereo not given)	-3	-1.8	-1.4	2.8	107	-1	-14	-1.9	7	-7	-6
CCC(C)Sc1nc2ccccc2c(=O)[nH]1 (stereo not given)	2	-2.4	0.9	4.1	101	6	-50	-2.9	-5	24	-18
Cc1csc(NC(=O)Nc2cccc(Cl)c2)n1	6	5.5	3.5	7.4	nt	-1	-17	3.8	-22	-2	-10
O=C(c1cc(F)ccc1F)C1CCCN(C(=O)CCc2cnccn2)C1 (stereo not given)	-8	2.8	-0.2	4.2	97	-2	3	0.7	1	-18	5
CCC1CCCCN1C(=O)Nc1cccc(NC(=O)N2CCCCC2CC)c1 (stereo not given)	3	3.6	0.0	1.9	115	4	1	1.6	0	-6	5
COc1cccc(NC(=O)CN(C)C(=O)CNC(=O)c2ccc3ccccc3c2)c1	5	5.2	0.3	-5.7	106	-1	nt	0.9	-2	-5	3
O=S(=O)(NCC1CCCO1)c1ccc(Br)cc1 (stereo not given)	-14	0.5	-1.8	3.2	107	1	3	0.4	8	-1	-2
COc1cccc(S(=O)(=O)NCc2ccc(C(=O)N3CCN(c4ccccc4)CC3)cc2)c1	5	2.1	0.7	3.2	114	-2	38	0.9	-3	-12	5
COC(=O)c1ccc(/C=C/C(=O)OCC(=O)Nc2sccc2C(N)=O)cc1	-6	0.7	6.1	nt	119	4	7	-1.8	-32	5	-15
COc1ccc(OC)c(-c2nc(CN3CCN(C(=O)c4ccco4)CC3)c(C)o2)c1	2	0.8	-3.2	0.0	112	-2	20	-1.1	16	7	21
O=C(Cn1c(=O)sc2ccccc21)OC(CCl)CCl	1	4.5	-1.5	0.5	nt	-1	5	-0.3	9	8	3
C[C@]12CC[C@H](O)CC1=C[C@H](O)C1C2CC[C@@]2(C)C1CC[C@@]2(O)C#Cc1ccc(CN)cc1 (stereo not given in full)	1	nt	-0.9	-0.4	nt	3	14	nt	4	nt	-13
COc1ccc(-c2cn3cccc(C)c3n2)cc1Br	-7	2.5	-2.8	1.7	117	3	3	0.3	15	-16	-22
COc1ccc(NC(=O)C(=O)NCCN2CCN(C(=O)c3ccc(C(C)(C)C)cc3)CC2)cc1	0	1.1	-0.2	2.5	107	0	2	0.3	1	14	1
CCC1S/C(=N/N=C/c2ccco2)N(Cc2ccccc2)C1=O (stereo not given)	nt	1.4	nt	2.5	103	nt	nt	0.5	nt	4	nt
O=C(c1ccc(Cl)nc1)N1CCN(S(=O)(=O)c2ccc(Cl)cc2)CC1	-8	2.4	-0.5	0.9	103	0	-24	3.1	2	-22	0
COc1ccc(-c2nnc(SC)o2)c(OC)c1	1	4.3	-1.6	2.1	105	6	9	1.3	12	33	16
CCOC(=O)CSC1=C(C#N)C(=O)NC(c2ccc(OC)c(OC)c2)S1 (stereo not given)	-3	3.4	1.7	2.0	104	-5	-2	1.2	-10	-1	-2
Cc1ccccc1N1C(=O)c2cccc([N+](=O)[O-])c2C1=O	-3	nt	0.3	1.7	nt	0	22	nt	-1	nt	1
COc1ccc(CC(=O)NCC2COc3ccccc3O2)cc1 (stereo not given)	-9	2.1	-3.6	4.2	90	-2	16	2.4	18	21	5
CC(O)CNc1ccc(-c2n[nH]c(=O)c3ccccc23)cc1[N+](=O)[O-] (stereo not given)	-1	-0.7	-3.2	1.0	98	3	-8	-2.6	14	2	-10
CCOC(=O)c1cccc(NC(=O)c2ccco2)c1	1	1.6	-2.2	3.7	99	6	-3	-0.4	12	15	4
Cc1cc(C)nc(SCc2nnc(SCC(=O)Nc3ccc(C)c(C)c3)o2)n1	-2	-0.1	-3.1	0.9	90	0	-17	0.6	17	73	-3
COC(=O)c1sc2nc(CN3CCOCC3)nc(N3CCOCC3)c2c1C	5	0.5	-1.8	0.5	101	5	-8	-2.6	11	-11	7
Nc1cccc(-c2csc(-n3ncc(C(=O)O)c3C(F)(F)F)n2)c1	5	-2.4	-0.6	1.4	103	4	11	-1.2	3	4	-13
